# Bioassay records from PubChem BioAssay.
# CBFb RUNX1 block – inhibitors of human CBF-beta and RUNX1 interaction | Q01196+Q13951 | AlphaScreen CBFb-His/RUNX1-biotin binding, biochemical | Potency, µM (series often up to 59.8 µM), for inactives: top-dose activity, negative = inhibition, hits mostly inhibitors | 230,000 tested, under 10 active | AID 1477; note: % of control where 0% means no effect
# Target sequence (Q01196 whole entry, looked up): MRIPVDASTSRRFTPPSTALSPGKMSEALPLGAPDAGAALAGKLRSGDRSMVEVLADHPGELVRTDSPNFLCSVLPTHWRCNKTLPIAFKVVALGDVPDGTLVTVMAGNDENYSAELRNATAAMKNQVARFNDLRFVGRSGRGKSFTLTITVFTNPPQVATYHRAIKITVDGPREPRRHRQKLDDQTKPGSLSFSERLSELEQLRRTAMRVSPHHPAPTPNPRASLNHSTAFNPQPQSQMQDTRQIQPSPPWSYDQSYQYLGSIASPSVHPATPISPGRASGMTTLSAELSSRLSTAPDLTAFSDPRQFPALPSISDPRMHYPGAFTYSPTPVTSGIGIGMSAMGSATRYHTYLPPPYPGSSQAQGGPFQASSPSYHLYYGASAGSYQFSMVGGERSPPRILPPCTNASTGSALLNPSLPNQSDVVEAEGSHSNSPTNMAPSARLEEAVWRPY
# Target sequence (Q13951 whole entry, looked up): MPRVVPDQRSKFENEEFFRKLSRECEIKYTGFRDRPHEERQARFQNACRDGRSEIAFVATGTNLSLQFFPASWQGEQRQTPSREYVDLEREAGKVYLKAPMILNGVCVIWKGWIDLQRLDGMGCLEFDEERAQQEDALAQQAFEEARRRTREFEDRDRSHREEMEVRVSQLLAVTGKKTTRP
#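 Bead-based AlphaScreen assay; binding partners His-tagged CBF-beta and biotinylated RUNX1 at 30 nM each. Compound exposure 15 min after a 20-min protein preincubation; bead step 90 min; all steps at room temperature.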
# KinaseGlo FLuc – counter-screen: inhibitors of Kinase-Glo firefly luciferase; Kinase-Glo luciferase, ATP luminescence, 8 min; Potency, µM (top dose mostly 38.3 µM), without a hit: at the top dose activity change, negative = inhibition, hits mostly inhibitors; 200,000 compounds, 0.28% hits; AID 1379; note: potency is the fitted concentration of half-maximal effect; % is set by controls: 0 for no effect and ±100 for the full control effect; nearly all actives have a fitted effect of over 60% in size
#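 Kinase-Glo luciferase light output from ATP and luciferin was measured with 10 uM ATP, within the enzyme's linear range. Buffer: 50 mM imidazole pH 7.2, 50 mM KCl, 7 mM MgCl2, 0.01% Tween 20, 0.05% BSA; luminescence read after 8 min at ambient temperature.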
# HTT ATP protect – protects HTT-Q103 PC12 cells, measured by ATP; 230,000 compounds, 0.14% hits; PC12 HTT-Q103 induced, cytoprotection, ATP luminescence, 40 h; Potency, µM (top dose mostly 56.4 µM), for the others: cytoprotection (ATP increase), hits mostly activators;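 note: potency is the fitted concentration of half-maximal effect; % of control where 0% means no effect; nearly all actives have a fitted effect of over 45% in size; toxic huntingtin expression switched on by the ecdysone agonist tebufenozide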
#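 Stable PC12 Q103-GFP cells in serum-supplemented, phenol red-free DMEM; induction by tebufenozide at 100 nM final; compound dose series; cell viability quantified luminescently from ATP.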
# HTT aggregate – reduces HttQ103-GFP aggregates in PC12 cells | Potency, µM (titrated, usually from 46.1 µM), for inactives: top-dose activity change, negative = inhibition, actives largely listed as inhibitors | 220,000 compounds, 1.1% hits | PC12 HttQ103-GFP aggregates, Acumen cytometry, 40 h | AID 1688; note: potency is the fitted concentration of half-maximal effect; % is set by controls: 0 for no effect and ±100 for the full control effect; nearly all actives have a fitted effect of over 60% in size
#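 Ecdysone-promoter PC12 model expressing HTT exon 1 Q103 fused to GFP, induced by tebufenozide at 100 nM final. Compounds titrated; aggregates sized 1–25 µm scored on a 488 nm laser cytometer.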
# IMPase Li cell – IMPase inhibition in cells with lithium potentiation. Potency, µM (top dose mostly 59.4 µM), without a hit: at the highest dose activity, negative = IMPase inhibition, usual class: inhibitors. 210,000 compounds, 0.35% hits. CHO-M1 cells, IP1 TR-FRET (IP-One), carbachol + lithium;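 note: IP1 builds up when IMPase is blocked and the TR-FRET signal falls; potency is the fitted concentration of half-maximal effect; plate controls were basal vehicle for no effect and high inhibitor control for full effect; nearly all actives have a fitted effect of over 50% in size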
#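 Lithium-sensitised IP1 accumulation assay; M1-expressing CHO cells treated 30 min at 37C with compound. Competitive antibody detection by time-resolved FRET followed a 10 min room-temperature lysis step.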
# Lamin A splicing – changes lamin A minigene splicing in HeLa cells | HeLa LMNA splicing GFP/RFP minigene ratio, 48 h | Potency, µM (series often up to 46.1 µM), without a hit: top-dose ratio change, negative = inhibition, hits mostly inhibitors | 200,000 compounds, 0.01% hits; active = well fitted inhibition curve with a large enough effect in the signal ratio, with a control signal flat, not every such curve was filed as active; inconclusive = small, poorly fitted or top-dose-only effect, or effect the other way, or a change in a side signal; the % refers to the signal ratio; note: potency is the fitted concentration of half-maximal effect; % is set by controls: 0 for no effect and ±100 for the full control effect
#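 S3 HeLa cells stably expressing lamin A-EGFP splicing minigene plus DsRed2, 600 cells/well, 48 h compound exposure at 37C. Laser-scanning cytometry; analysed as GFP (500-530 nm)/RFP (575-640 nm) total intensity ratio; 0.5% DMSO vehicle.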
# SMN2 splice up – enhancers of SMN2 splice variant expression | HEK293 SMN2-luciferase splicing reporter, luminescence, 30-36 h | Potency, µM (highest dose often 46.1 µM), inactives show at the highest dose activity change, positive = activation, actives largely listed as activators | 210,000 compounds, 2.8% hits | AID 1458; note: potency is the fitted concentration of half-maximal effect; % of control where 0% means no effect; nearly all actives have a fitted effect of over 55% in size
#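 HEK293 cells carry an SMN2 minigene-luciferase reporter in which exon 7 inclusion puts luciferase in frame. Cells were seeded at 2000 cells/well, attached for 10-12 hours, then exposed to compounds for 30-36 hours at 37C before ONE-Glo luminescence.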
# * = called active by the depositor; ? = inconclusive; / = no result given; & = joins results of further samples; [ ] = another dose, or the depositor's remark. Unless noted, calls come from the whole dose curve; as a rule, active = well fitted curve in the direction sought with a large enough effect; inconclusive = small, poorly fitted or top-dose-only effect, or another doubt; inactive = no such curve, though single readings can be large; an effect the other way counts as inactive or inconclusive.
SMILES,CBFb RUNX1 block,KinaseGlo FLuc,HTT ATP protect,HTT aggregate,IMPase Li cell,Lamin A splicing,SMN2 splice up
CCN(C(=O)COC(=O)c1cnc(C)cn1)C1CCCCC1,1%,-5%,-13%[10 µM],8%,0%[38.3 µM],14%,-1%
COC(=O)CCC(=O)OC1(C)C(=O)C=C2C=C(C3CC3)N(Cc3ccco3)C=C2C1=O (configuration not stated),11%[13.1 µM],-6%[7.66 µM],-4%&11%[10 µM],-1%[9.22 µM],11%,-5%[9.22 µM],11%[9.22 µM]
Cc1ccc(C(C)C)cc1OCC(=O)N/N=C/c1ccc2c(c1)OCCO2,-8%,0%,28%[10 µM],8%,19%,?,2%
Nc1ccc(N(S(=O)(=O)c2ccccc2)S(=O)(=O)c2ccccc2)c(Cl)c1,/,-3%[7.66 µM],6%[10 µM],/,1%,/,0%[9.22 µM]
O=C(O)CC(c1cccc2ccccc12)n1cccc1 (configuration not stated),-2%,-3%,3%,?,-21%[38.3 µM],2%,-9%
Cc1cc(OC(=O)c2ccccc2Br)cc(=O)n1C,1%,-7%,-11%,10%,-15%[38.3 µM],?,-1%
COc1ccc(NC(=O)CNS(=O)(=O)c2cccs2)c(OC)c1,-11%,0%,6%,9%,39%[38.3 µM],10%[46 µM],-4%
CCCCOc1ccc(CC2CCC(=O)NC2=O)cc1 (configuration not stated),2%,4%,5%[10 µM],-2%[9.22 µM],3%,/,-5%
CC(C)CCc1noc(CN(C)CCC2CCOCC2)n1,10%,/,9%[10 µM],-9%[9.22 µM],/,/,/
COC(C[C@H](O)C[C@@H](O)COCc1ccccc1)OC,7%,/,10%[10 µM],40%[9.22 µM],/,/,/
O=c1c2ccc([N+](=O)[O-])cc2ncn1CCOc1ccc(Cl)cc1,-22%,-1%,2%[10 µM],-28%,10%,?,-10%
Cc1cc(C)c(C(N)=O)c(Cl)n1,-21%,-2%,2%[10 µM],-5%,-4%,-5%[46 µM],-4%
CCCCn1c(=O)c2c(O)cc(=O)oc2c2ccccc21,5%,-8%,-12%,0%,?,-3%,10%
c1ccc(SCCOCCN2CCc3ccccc3C2)cc1,3%,-3%,/,-7%,12%,-1%,-5%
Cn1c(=O)oc2cc(S(=O)(=O)NCCC(=O)NCCc3ccc(Cl)cc3)ccc21,5%,-2%,-16%[1.9 µM],-10%,18%[38.3 µM],-8%,-26%
Cc1ccc(C)c(C(=O)CN2Cc3ccccc3C2=O)c1,6%,/,5%[10 µM],23%[9.22 µM],/,/,/
COc1ccc(NC(=O)CCN2CCN(S(=O)(=O)c3cc(Cl)ccc3Cl)CC2)cc1,-2%,-5%,-18%,-6%,1%[38.3 µM],?,9%
O=S(=O)(NC1CCCCC1)c1ccc(Cl)s1,0%,3%,-17%[0.074 µM],?,23%[38.3 µM],10%,29%
CCOC(=O)c1c(C)[nH]c(C2=NNC(=NC3CC3)SC2)c1C,-17%,-17%,-16%[10 µM],19%,17%,-23%[46 µM],-79%[inhibitor]
CCOC(=O)C1=C(c2ccccc2)N=C2SCC(=O)N2C1c1ccc(O)c(OC)c1 (configuration not stated),-9%,2%,15%,3%,16%[38.3 µM],3%,-2%
CCOC(=O)COc1ccccc1C1Nc2ccccc2C(=O)N1c1cccc(Cl)c1 (configuration not stated),15%,0%,-13%,-18%,0%[38.3 µM],-2%,20µM*
Cc1onc(-c2c(Cl)cccc2Cl)c1C(=O)NC(=S)Nc1sc2c(c1C(N)=O)CCC(C)C2 (configuration not stated),1%,2%,-16%[10 µM],1%,-8%,-12%,-1%
Cc1ccc(C(=O)c2c[nH]c(C(=O)NCCCN3CCOCC3)c2)cc1,1%,-4%,-8%,-7%,-3%[38.3 µM],-2%,4%
Cc1cc(SCC(=O)c2ccccc2)nc2ccccc12,/,-5%[7.66 µM],-12%[10 µM],/,8%,/,8%[9.22 µM]
COC(=O)c1ccccc1N(C)S(=O)(=O)c1cc2c(cc1C)OCC(=O)N2,7%,0%,?,14%,-10%,-4%[46 µM],2%

# Next part, overlapping the part above by two compounds.
SMILES,CBFb RUNX1 block,KinaseGlo FLuc,HTT ATP protect,HTT aggregate,IMPase Li cell,Lamin A splicing,SMN2 splice up
Cc1cc(SCC(=O)c2ccccc2)nc2ccccc12,/,-5%[7.66 µM],-12%[10 µM],/,8%,/,8%[9.22 µM]
COC(=O)c1ccccc1N(C)S(=O)(=O)c1cc2c(cc1C)OCC(=O)N2,7%,0%,?,14%,-10%,-4%[46 µM],2%
COc1ccc(C2CC(=O)c3c(C)nc(N4CCN(c5ccccc5)CC4)nc3C2)cc1 (configuration not stated),17%,-2%,6%[10 µM],0%,30%[38.3 µM],-7%,-22%
C/C(=N\NC(=O)COc1ccc(C)cc1Br)c1cc([N+](=O)[O-])cs1,-22%,2%,-9%[10 µM],-2%[9.22 µM],22%,26%[46 µM],-46%[inhibitor]
COc1ccc(/C=C(\C#N)c2n[nH]c(Cn3cncn3)n2)cc1,2%,-1%,11%[10 µM],6%,4%,6%[46 µM],4%
O=C(Nc1nnc(-c2ccc(Cl)cc2)o1)C1=COCCO1,0%,-2%,15%[10 µM],-11%,-3%,-10%,7%
O=C(c1ccccc1)n1nc(-c2ccccc2)nc1NCc1ccco1,-5%,-1%,-9%,-17%,15%[38.3 µM],-3%,17%
Cc1noc(C)c1-c1cc(NCCN2CCOCC2)ncn1,/,/,?,/,9%,0%,/
COc1cc(C(=O)OCC(=O)c2c[nH]c3ccccc23)ccc1OCC(=O)N1CCOCC1,-17%,6%,-9%,5%,0%[38.3 µM],?,-4%
O=C(O)c1ccc2c(c1)C(=O)N(N1C(=O)c3ccccc3C1=O)C2=O,3%,0%,37%[10 µM],-9%,-9%,-7%,-4%
Cc1ccc(NC(=O)Nc2ccccc2C(=O)NCc2ccccc2)cc1,3%,-4%,-39%[inhibitor],29%[9.22 µM],22%[38.3 µM],5%,2%
CCCc1nc2ccc([N+](=O)[O-])cc2[nH]1,2%,-4%,8%[10 µM],-4%[9.22 µM],7%,/,-5%
O=C(Oc1coc(CSc2ncccn2)cc1=O)c1ccc(Br)o1,-8%,-1%,18%[10 µM],6%,-11%,-9%,-1%
CC1CCN(C(=O)COC(=O)CCc2c[nH]c3ccccc23)CC1,8%,4%,-12%,7%,8%,-4%[46 µM],9%
O=C(COc1ccc(Br)cc1)Nc1nnc(-c2cccnc2)s1,5%,/,6%[10 µM],9%[9.22 µM],/,/,/
Nc1nc(=O)n([C@@H]2CS[C@H](CO)O2)cc1F,/,/,59%,4%,/,?,/
O=C(O)c1cc(-c2ccc(/C=N/N3C(=O)C4C5C=CC(C6CC56)C4C3=O)o2)ccc1Cl (configuration not stated),-2%,-5%,/,3%,6%,/,10%
COc1ccccc1N1CCN(CC(=O)NCCc2ccc(S(N)(=O)=O)cc2)CC1,8%,4%,-9%,6%[9.22 µM],7%,?,15%
CC(=O)OC1CC(OC(C)=O)[C@]2(C)C(CC(=O)[C@]3(C)C2CC[C@@]2(C)C(c4ccoc4)OC(=O)C4O[C@@]423)C1(C)C (some centres not stated),-3%,1%,-15%,/,-5%,/,-6%
Cc1cc(O)c(C=Nc2cccc(Cl)c2)c(=O)o1,-26%,3%,-24%,25%,-4%,-6%,-3%
N#CC1=C(N)C2=CCCC[C@H]2[C@H](c2ccc(Br)cc2)C1(C#N)C#N,3%,1%,2%[10 µM],7%,14%,?,-31%[inhibitor]
O=C(N/N=C/c1ccc(O)cc1)c1csc2c1CCCC2,-6%,2%,13%[10 µM],?,15%,-17%,30%
COc1cccc(NC(=O)c2ccc(NC(=O)C3CC(=O)OC34CCCCC4)cc2)c1 (configuration not stated),-1%,-1%,-2%[10 µM],0%,-4%,/,4%
COC(=O)CCSCC(=O)Nc1ccc(S(=O)(=O)N2CCOCC2)cc1OC,3%,/,20%[10 µM],15%[9.22 µM],/,/,/
COC(=O)c1ccc(N2C(=O)Nc3ccccc3N2O)cc1,3%,4%,-7%[10 µM],-4%[9.22 µM],3%,?,-1%
CCOc1ccc(OCC)c(S(=O)(=O)NNC(=O)c2c(C)nc3ccccn23)c1,4%,-1%,-5%[0.074 µM],12%,10%,9%,0%
CCCCn1c(=O)[nH]c(=O)c2c(C(=O)OCC)cc(-c3cccs3)nc21,19%,1%,-12%,-5%,-8%,12%[46 µM],-8%
# Continuation:
SMILES,CBFb RUNX1 block,KinaseGlo FLuc,HTT ATP protect,HTT aggregate,IMPase Li cell,Lamin A splicing,SMN2 splice up
CCc1nc2c(n1O)CCc1nonc1-2,5%,-3%,-10%,-18%,3%[38.3 µM],0%,6%
CCN(c1ccccc1)S(=O)(=O)c1ccc(F)cc1,6%,-1%,18%,-13%,30%[38.3 µM],11%,38%
CCC(CC)c1nnc(NC(=O)c2cccnc2SC)s1,22%,2%,-32%[inhibitor],4%,6%,?,10%
COc1ccc(N(CC(=O)NCc2ccco2)S(C)(=O)=O)cc1,3%,11%,-23%,8%,-15%[38.3 µM],2%,-5%
NC(=S)N/N=C/c1ccc(-c2cc(Cl)cc(Cl)c2)o1,-4%,1%,19%,1%,-2%[38.3 µM],?,-32%[inhibitor]
COc1cccc(NC(=O)CN(C)C(=O)/C=C/c2cc(OC)ccc2OC)c1,4%,2%,-4%[10 µM],-4%,-7%,-9%,-5%
Cc1cccc(C)c1NC1=C(Cl)C(=O)OC1OC(=O)c1ccccc1 (configuration not stated),-8%,5%,-11%,-39%,23%,-7%[9.22 µM],-12%
CC(CN1CCCCC1)C(=O)NNC(=O)C12CC3CC(CC(C3)C1)C2 (configuration not stated),19%,1%,-11%,9%,-16%,-10%[46 µM],5%
COc1ccc(CNc2cc(C)nc3ncnn23)c(OC)c1,-3%,14%,-12%[10 µM],?,2%[38.3 µM],?,-92%[inhibitor]
CC(/C=N/NC(=O)c1ccc(Br)cc1)=C\c1ccccc1,2%,3%,-6%,-6%[9.22 µM],-12%[38.3 µM],8%,12%
O=c1c2[nH]c3ccc(F)cc3c2nc2n1CCS2,14%,-3%,6%[10 µM],-13%,12%,-13%[46 µM],-5%
O=C(Nc1nccs1)c1cc(S(=O)(=O)N2CCOCC2)ccc1Cl,2%,0%,-1%,18%,2%[38.3 µM],-10%,-10%
CCCC(=O)Nc1cc(-c2nn(C)c(=O)c3ccccc23)ccc1N1CCOCC1,2%,3%,24%,17%[9.22 µM],13%[38.3 µM],9%,2%
COC(=O)N/N=C/c1ccc(-c2ccc(Cl)cc2Cl)o1,-8%,/,4%[10 µM],-9%[9.22 µM],/,/,/

# Not a hit list; any-hit rate near 4%.
